# SIAE inh – inhibitors of human sialic acid acetylesterase SIAE; SIAE FP-Rh probe binding, fluorescence polarization; inhibition, % at 9.66 µM; hit rate 0.69% among 370,000; AID 1053197;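 active = inhibition above a cutoff: mean of compounds within the control limits plus 3 SD of those, cut at about 17% in these data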;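 also: 0% = plate median of compound wells and 100% = probe without SIAE protein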
# PG9 binder – small molecules binding HIV-1 gp120 antibody PG9; TR-FRET gp120-PG9 antibody binding; AID 624416; hit rate 0.43% among 360,000; inhibition, % at 6.7 µM; in the data active = inhibition above about 8.5%
# LEDGF integ inh – blocks HIV-1 LEDGF/p75-dependent DNA integration; TR-FRET IN-LEDGF/p75 DNA integration, Eu/Cy5; inhibition, % at 3.7 µM; hit rate 0.64% among 370,000; AID 743269;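 active = inhibition above the screen-wide mean plus 3 SD, cut at about 13% in these data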;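 also: signal is the Cy5 over europium emission ratio at 671 and 618 nm; 0% = plate median of compound wells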
# HTRA1 inh – blocks human HTRA1 serine peptidase. recombinant HTRA1, FP-rhodamine activity-based probe, fluorescence polarization. inhibition, % at 5.96 µM. hit rate 0.5% among 340,000. AID 504803; in the data active = inhibition above about 36%;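 also: 0% = enzyme with DMSO and 100% = wells lacking enzyme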
# ABHD4 inh – inhibitors of mouse ABHD4; Q8VD66; purified mABHD4, FP-Rh probe fluorescence polarization; inhibition, % at 8.92 µM; hit rate 0.54% among 370,000; AID 720543;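 active = inhibition exceeding the mean over every tested compound plus 3 SD, cut at about 30% in these data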;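 also: 0% = plate median of compound wells and 100% = S159A mutant with DMSO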
#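 Material: mouse ABHD4 enzyme, wild type; Benchmarks: S159A mutant high control, sample median low control; Buffer or medium: HEPES pH 7.0, NaCl, Pluronic buffer; Signal: fluorescence polarization; Read-out: percent inhibition of probe binding, normalized to plate controls; Timing: pre-incubation 45 min, probe exposure 60 min, at 25 °C; Dosing: 8.92 µM, single dose.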
# NR1D1 modulator – modulates human Rev-erb alpha binding to DNA; P20393; Rev-erbα–FITC-DNA binding, fluorescence polarization, 90 min; activity, % at 10 µM; hit rate 0.79% among 370,000; AID 1259318;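 active = activity above about 14%, limit read from the data; passing the limit was not always enough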;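 also: 0% = DMSO wells with 35 nM protein and 100% = DMSO wells with 750 nM protein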
# Target sequence (P20393 whole entry, looked up): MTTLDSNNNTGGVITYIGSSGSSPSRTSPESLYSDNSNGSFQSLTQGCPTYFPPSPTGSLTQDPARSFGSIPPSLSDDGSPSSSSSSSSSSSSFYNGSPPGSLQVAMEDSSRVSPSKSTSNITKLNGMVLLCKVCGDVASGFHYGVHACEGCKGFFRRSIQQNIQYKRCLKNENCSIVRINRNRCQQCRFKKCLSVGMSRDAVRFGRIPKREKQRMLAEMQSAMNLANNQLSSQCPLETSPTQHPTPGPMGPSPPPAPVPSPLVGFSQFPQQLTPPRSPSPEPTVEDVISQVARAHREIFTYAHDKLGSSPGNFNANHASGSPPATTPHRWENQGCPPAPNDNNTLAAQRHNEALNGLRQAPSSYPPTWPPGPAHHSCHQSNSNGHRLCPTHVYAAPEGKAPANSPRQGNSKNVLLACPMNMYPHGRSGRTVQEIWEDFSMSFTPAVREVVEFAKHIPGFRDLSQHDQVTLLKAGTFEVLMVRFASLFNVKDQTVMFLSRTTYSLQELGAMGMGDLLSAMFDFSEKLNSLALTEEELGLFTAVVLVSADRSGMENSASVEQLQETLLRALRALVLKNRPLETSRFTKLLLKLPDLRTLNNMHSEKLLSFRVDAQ
# TDP2 absorb – TDP2 (human) inhibition, absorbance primary screen | O95551 | recombinant TDP2, T5PNP hydrolysis, p-nitrophenol absorbance 415 nm | inhibition, % at 12.8 µM | hit rate 0.34% among 370,000 | AID 720702;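 active = inhibition above the mean of all tested compounds plus 3 SD, set per campaign, cut at about 25% in these data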;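 also: 0% = DMSO with enzyme and 100% = buffer with substrate but no TDP2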
# Target sequence (O95551 whole entry, looked up): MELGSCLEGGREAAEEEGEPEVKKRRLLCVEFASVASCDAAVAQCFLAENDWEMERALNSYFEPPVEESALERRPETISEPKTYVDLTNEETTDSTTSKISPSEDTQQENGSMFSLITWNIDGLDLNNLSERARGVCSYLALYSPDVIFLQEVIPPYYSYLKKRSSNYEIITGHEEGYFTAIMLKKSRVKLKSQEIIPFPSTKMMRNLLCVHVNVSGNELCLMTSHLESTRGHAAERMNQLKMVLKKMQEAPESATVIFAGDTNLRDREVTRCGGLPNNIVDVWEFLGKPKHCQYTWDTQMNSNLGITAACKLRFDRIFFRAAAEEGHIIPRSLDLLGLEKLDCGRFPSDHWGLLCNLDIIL
#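 System – recombinant human TDP2 · Quantity – TDP2 enzyme at 120 nM final · Doses – single concentration, 12.8 µM nominal, with 1% DMSO · Incubation – 2 h at 37 °C · Measured by – epi absorbance of p-nitrophenol freed from T5PNP by hydrolysis · Read-out – % inhibition relative to enzyme-containing and enzyme-free wells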
# TCR-CD3 inh – blocks the human TCR-CD3 interaction; hit rate 0.37% among 360,000; inhibition, % at 9.4 µM; TAMRA-labeled TCR probe fluorescence, biochemical; in the data active = inhibition above about 19%;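 also: recombinant mutant TCR 2C K166C tagged with TAMRA read by polarization; 0% = receptor in buffer alone and 100% = receptor with positive control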
# rCAG RNA binder – binds r(CAG) RNA repeats; r(CAG) RNA repeat, TO-PRO-1 dye displacement fluorescence; inhibition, % at 3 µM; hit rate 1.3% among 370,000; AID 651821;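 active = inhibition above the plate cutoff, the mean of all test compounds on that plate plus 3 SD, cut at about 35% in these data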;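 also: 0% = DMSO alone and 100% = 100 µM mitoxantrone as full dye displacement; higher means more dye released from RNA so lower well fluorescence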
# PRMT1 inh – inhibitors of human PRMT1; recombinant PRMT1, activity-based probe fluorescence polarization; inhibition, % at 2.79 µM; hit rate 1.3% among 370,000; Q99873; AID 652257;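 active = inhibition above about 21% made by adding two undisclosed values, limit read from the data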
# Numbers without * were called inactive; nt = not tested or not shown; & = joins results of further samples. Some of the compounds tested. The share of hits here may be higher or lower than overall.
SMILES,SIAE inh,PG9 binder,LEDGF integ inh,HTRA1 inh,ABHD4 inh,NR1D1 modulator,TDP2 absorb,TCR-CD3 inh,rCAG RNA binder,PRMT1 inh
COc1ccccc1CNC(=O)CCN1C(=O)COc2ccccc21,0,-1.2,-2,3,-1,0,-4,-3,-6,1
COc1ccc(S(=O)(=O)N2CCN(C(=O)CCOc3ccccc3)CC2)cc1OC,-3,-1.8,-4,0,4,1,4,0,1,0
CN(CC(=O)Nc1ccccc1Cl)C(=O)CN1C(=O)NC(c2ccccc2)(c2ccccc2)C1=O,10,-0.4,-5,0,2,1,-3,-7,1,1
Cc1ccc(C(C2=C(O)CC(C)(C)CC2=O)C2C(=O)CC(C)(C)CC2=O)s1 (configuration not stated),0,0.0,3,4,2,0,0,-7,0,3
CCOc1ccc(NC(=O)CC(=O)Nc2ccc(OCC)cc2)cc1,9,0.1,0,-2,5,3,-3,-3,-5,-1
COc1ccc(OC)c(CNC(=O)C2CCC(=O)N2C(C)C)c1 (configuration not stated),0,0.0,3,0,2,1,-8,-6,-2,2
CCc1ccc(C2=NN(C(=O)CCC(=O)O)C(c3cccs3)C2)cc1 (configuration not stated),4,-1.7,2,6,-5,4,3,3,14,-6
Cc1ccccc1NC(=S)NCc1cccs1,1,-3.2,-2,6,1,4,-7,7,2,-4
CNC[C@H]1OCc2cnnn2CCCC(=O)N([C@@H](C)CO)C[C@@H]1C,4,1.3,0,nt,-4,-1,2,-4,-3,-1
O=C(NC1CCCCCC1)C(=S)NCc1ccccc1,2,0.8,4,-14,1,0,-3,7,-4,-1
CC1CCN(c2cc(N3CCC(C)CC3)c([N+](=O)[O-])cc2/C=C(\C#N)c2nn(-c3ccccc3)c(N)c2C#N)CC1,-6,0.3,1,4,9,-2,0,4,6,-1
Cc1ccc2nc(SCC(=O)c3ccccc3)nc(=O)n2c1,16,-1.0,-1,7,1,4,7,4,1,-3
CC(OC(=O)c1cc[n+]([O-])cc1)C(=O)Nc1ccc(C(N)=O)cc1 (configuration not stated),6,-0.1,0,3,6,-2,11,-8,0,-2
Cc1nnc(SCC(=O)NCc2ccco2)n1Cc1ccccc1,2,-0.8,-2,0,5,-5,1,4,2,-2
CCc1noc(C)c1C(=O)Nc1nc(-c2ccc(OC)cc2OC)cs1,2,-2.6,-1,-18,-5,-1,-2,3,6,2
CN(C)S(=O)(=O)c1cccc(NC(=O)c2cc(-c3cccs3)nn2-c2cccc(Cl)c2)c1,-25,-0.2,4,-35,-26,-5,-13,1,12,-5
C/C(=N\Nc1ccc(C(=O)c2c(C)cc3ccccn23)cc1[N+](=O)[O-])c1ccc(O)cc1,6,2.3,4,5,3,8,6,2,4,-4
COc1ccc(-n2c(C)cc(C(=O)CN3CCC(C)CC3)c2C)cc1,5,-2.1,2,-2,-4,-3,8,2,-11,-7
CC(C(=O)N1CCc2ccccc21)N1CCN(Cc2ccc(Cl)cc2)CC1 (configuration not stated),-5,-2.2,1,4,-3,0,-1,9,0,1
CC(=O)N1CC(C)Sc2ccc(S(=O)(=O)N3CCCCC3)cc21 (configuration not stated),5,1.3,-4,5,-4,1,4,7,-2,-4

# Whole records as entered above:
# CN(CC(=O)Nc1ccccc1Cl)C(=O)CN1C(=O)NC(c2ccccc2)(c2ccccc2)C1=O in the list: SIAE inh: 10; PG9 binder: -0.4; LEDGF integ inh: -5; HTRA1 inh: 0; ABHD4 inh: 2; NR1D1 modulator: 1; TDP2 absorb: -3; TCR-CD3 inh: -7; rCAG RNA binder: 1; PRMT1 inh: 1
# Cc1ccc(C(C2=C(O)CC(C)(C)CC2=O)C2C(=O)CC(C)(C)CC2=O)s1 (configuration not stated) in the list: SIAE inh: 0; PG9 binder: 0.0; LEDGF integ inh: 3; HTRA1 inh: 4; ABHD4 inh: 2; NR1D1 modulator: 0; TDP2 absorb: 0; TCR-CD3 inh: -7; rCAG RNA binder: 0; PRMT1 inh: 3

# (list continues)
SMILES,SIAE inh,PG9 binder,LEDGF integ inh,HTRA1 inh,ABHD4 inh,NR1D1 modulator,TDP2 absorb,TCR-CD3 inh,rCAG RNA binder,PRMT1 inh
O=C1COc2ccc(S(=O)(=O)N3CCCCCC3)cc2N1,-4,-0.7,-3,-3,-10,-6,0,1,-1,8
COc1ccc(Cc2nn3c(-c4cc(OC)c(OC)c(OC)c4)nnc3s2)cc1,-3,-0.2,0,-19,-7,-7,-4,5,5,1
N#C/C(=C/c1cc[nH]c1)C(N)=S,10,-2.8,5,8,2,3,-1,0,1,2
CC(=O)Nc1ccc(S(=O)(=O)Oc2ccc(/C=N/NC(=O)c3ccc(Cl)cc3)cc2)cc1,-13,-0.5,1,-10,-14,5,15,18,16,0
COc1ccc2cc3cc(C(=O)NCc4ccco4)oc3nc2c1,-13,0.6,6,-9,-16,-5,-18,9,16,11
CC(C)CCNC(=O)NC(=O)COc1c(F)c(F)cc(F)c1F,-5,-0.9,0,4,2,-5,-4,7,-10,-3
COc1ccccc1NS(=O)(=O)c1ccc(C)c(NS(=O)(=O)c2cc(NC(C)=O)ccc2OC)c1,2,0.1,5,-19,1,3,-1,0,11,-4
COc1ccccc1-n1cnnc1SCC(=O)Nc1cccnc1Cl,-4,0.9,3,-2,-2,3,-5,8,-1,-1
Oc1ccc(C2Nc3cccc4cccc(c34)N2)c(O)c1,20*,-3.4,-2,42*,-5,0,-4,2,75*,1
COc1cccc(-c2nc(CS(=O)(=O)CC(=O)NCc3ccccc3)c(C)o2)c1,-11,-0.7,-1,-7,-11,7,-8,-6,2,11
CS(=O)(=O)c1ccc(Cl)c(NC(=O)COC(=O)CNC(=O)c2ccccc2)c1,-7,-3.0,5,0,-8,1,-17,-3,2,-3
O=C(NCc1ccc2c(c1)OCO2)c1ccc(-c2ccc(Cl)cc2)o1,-24,-1.2,0,-73,-39,2,-6,10,4,1
Cc1cccc(SCC(=O)Nc2ccccc2[N+](=O)[O-])c1,-1,1.5,0,-5,-7,4,10,1,-2,-1
Cc1nc(-c2ccc(Br)cc2)ccc1C(=O)O,-3,14*,1,5,7,4,4,-8,-1,2
Cc1cc(C(=O)N2CCN(c3ccc([N+](=O)[O-])cc3)CC2)co1,3,2.1,-3,1,1,14,6,-3,-2,5
COc1ccccc1NS(=O)(=O)c1cccc(NC(=O)c2nc3nc(C)cc(C)n3n2)c1,-16,0.4,-8,-2,-7,3,10,-4,4,2
Cc1cc(C)n2nc(C(=O)Nc3nccs3)nc2n1,-2,-1.2,2,5,-1,2,11,5,3,0
O=[N+]([O-])c1ccc(/C=C/c2ccncc2)cc1,-10,-1.3,3,8,0,1,-10,2,1,0
S=C(Nc1ccc(Cl)cc1)NC1CC2CCC(C1)N2Cc1ccccc1 (configuration not stated),12,0.0,-3,-2,6,2,5,1,11,-2
CN(C)c1ccc(NC(=O)CN2CCN(CC(=O)Nc3ccc(F)cc3)CC2)cc1,2,-4.1,-2,7,-2,-2,6,6,-8,0
CN(N=C(c1ccccc1)c1ccccc1)c1ccccc1,3,-1.0,0,-3,5,7,2,4,2,-2
O=C1CC(N2CCOCC2)C(=O)N1c1ccccc1Cl (configuration not stated),-6,-0.5,5,8,-1,3,-2,8,2,26*
Cc1ccc(C(=O)NCc2ccccc2)cc1Br,-7,-1.0,2,-12,-16,9,-24,-6,2,-4
COc1ccc(NC(=O)CSc2nnnn2C2CC2)cc1S(=O)(=O)N1CCOCC1,9,-1.3,3,13,5,6,3,7,8,38*
CS/C(=N\S(=O)(=O)c1cccs1)NC(=O)CSc1nc2ccccc2s1,-10,-0.9,2,6&-10,-3,-3,4,15,30,28*
COc1ccc(S(=O)(=O)N2CCCCC2c2cc(C(=O)NC(C)C)no2)cc1 (configuration not stated),6,0.3,1,nt,3,6,9,-4,-1,-3
O=C(CN1CCCCC1)Nc1ccc(NC(=O)c2ccccc2Cl)cc1Cl,2,-1.1,0,-68,-6,3,-1,0,-2,1
CCN(C(=O)CSc1ncnc2sc(C)c(C)c12)C1CCS(=O)(=O)C1 (configuration not stated),0,2.0,9,-3,-9,2,-4,-10,0,-1
C=CCn1c(SCc2ccc(C#N)cc2)nnc1-c1ccco1,-3,nt,-3,nt,5,-3,-13,nt,2,-1
Cc1ccc(CN2C(=O)CSCC2(C)C(=O)NC(C)C)cc1 (configuration not stated),7,-0.1,0,nt,7,8,4,10,2,0
COC(=O)c1ccc(Cl)c(NC(=O)CN2CCN(Cc3ccccc3)CC2)c1,1,-0.6,-4,-1,4,1,9,-5,-6,2
COc1ccc(/C=C2\N=C(C)OC2=O)cc1OC,-1,-4.4,4,8,-5,2,-21,-6,-1,-1
CC1Cc2ccccc2N1C(=O)CN1CCN(S(=O)(=O)c2ccc3c(c2)OCCCO3)CC1 (configuration not stated),-1,1.6,4,-1,3,4,1,7,2,2
COC(=O)C[C@@H]1C=C[C@H](NC(=O)c2cnccn2)[C@@H](CO)O1,0,-1.6,-3,nt,-1,-6,1,-2,1,-1
O=C(NCc1cccs1)C1CCCN1C(=O)NC1CCCCC1 (configuration not stated),-3,2.4,0,2,3,0,3,0,-2,0
CCOc1ccccc1C(=O)NCC(=O)NCC1CCCCC1,5,0.1,-4,10,-3,3,-1,-2,-4,1
O=C(CSc1nccn1Cc1ccccc1)Nc1nccs1,-7,0.8,-1,-1,0,-2,-5,6,0,1
COc1ccc(C(=O)NNC(=O)Cc2ccc(Cl)cc2)cc1,-6,-1.5,-8,1,0,nt,-2,-3,-2,2
O=C(CCCC(=O)OCC(F)(F)C(F)F)Nc1nccs1,-3,-3.2,-4,-1,4,-2,5,1,-2,1
O=C(CCc1nnc(Cc2ccc(-c3ccccc3)cc2)o1)NCCc1ccccn1,-4,0.9,3,-1,3,-5,-16,6,-7,1
C=CCn1c(SCC(=O)NC2CCCCC2)nnc1C1CCCCC1,-3,-1.7,0,3,-4,6,-14,6,-7,-4
CN(C)C(=O)NC(Nc1cccc([N+](=O)[O-])c1)C(Cl)(Cl)Cl (configuration not stated),-2,-1.5,-1,2,-1,2,6,1,-1,-1
CN(C)S(=O)(=O)N(CC(=O)N1CCN(Cc2ccccc2)CC1)c1ccccc1,-6,-1.3,3,4,-3,-3,8,1,-7,-3
CCc1ccc(OCc2nnc(SCc3ccc(C(=O)O)cc3)o2)cc1,0,-1.1,0,-8,6,2,-2,4,17,-3
CCOc1ccc(CCNC(=O)c2ccc(N3CCCC3=O)cc2)cc1OCC,-4,-1.8,-4,3,-11,3,-9,-5,-5,3
COc1ccc2cc(C3(C)NC(=O)N(CC(=O)NCc4ccco4)C3=O)ccc2c1 (configuration not stated),-1,-1.4,1,-4,1,1,12,-2,2,1
COc1cc(C(=O)N2CCN(C(=O)CC(C)C)CC2)cc(OC)c1OC,-9,-1.0,-3,-5,-15,-3,0,10,-5,3
CC(=O)Nc1ccc(S(=O)(=O)N[C@H](C(=O)O)C(C)C)cc1,9,0.3,2,9,-1,-5,-1,6,-1,-2
COc1ccc(OC)c(/C=N/NC(=O)c2cc(-c3ccc(C)o3)nc3ccccc23)c1,-12,-2.9,3,-23,-27,0,-21,-4,45*,30*

# Screening data from PubChem BioAssay.
